# Screens (PubChem BioAssay)
# POLB inh: blocks human DNA polymerase beta activity; Potency, µM (doses to about 114 µM), for the others: at the highest dose activity change, negative = inhibition, hits mostly inhibitors; 1.3% of 340,000 active; Pol beta primer extension/strand displacement, fluorescence kinetic; note: % is set by controls: 0 for no effect and ±100 for the full control effect
#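 Reaction started by 50 nM substrate onto compound-treated Pol beta (10 nM, 15 min preincubation, room temperature); plates read at 0 min and 10 min. Normalized concentration-effect data fitted by four-parameter Hill equation.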
# POLH inh: DNA polymerase eta (human) inhibition | recombinant Pol eta, fluorescent DNA replication assay | 1.2% of 390,000 active | Q9Y253 | Potency, µM (titrated, usually from 114 µM), inactives show top-dose activity change, negative = inhibition, actives largely listed as inhibitors; note: % is set by controls: 0 for no effect and ±100 for the full control effect
# Target sequence (Q9Y253 whole entry, looked up): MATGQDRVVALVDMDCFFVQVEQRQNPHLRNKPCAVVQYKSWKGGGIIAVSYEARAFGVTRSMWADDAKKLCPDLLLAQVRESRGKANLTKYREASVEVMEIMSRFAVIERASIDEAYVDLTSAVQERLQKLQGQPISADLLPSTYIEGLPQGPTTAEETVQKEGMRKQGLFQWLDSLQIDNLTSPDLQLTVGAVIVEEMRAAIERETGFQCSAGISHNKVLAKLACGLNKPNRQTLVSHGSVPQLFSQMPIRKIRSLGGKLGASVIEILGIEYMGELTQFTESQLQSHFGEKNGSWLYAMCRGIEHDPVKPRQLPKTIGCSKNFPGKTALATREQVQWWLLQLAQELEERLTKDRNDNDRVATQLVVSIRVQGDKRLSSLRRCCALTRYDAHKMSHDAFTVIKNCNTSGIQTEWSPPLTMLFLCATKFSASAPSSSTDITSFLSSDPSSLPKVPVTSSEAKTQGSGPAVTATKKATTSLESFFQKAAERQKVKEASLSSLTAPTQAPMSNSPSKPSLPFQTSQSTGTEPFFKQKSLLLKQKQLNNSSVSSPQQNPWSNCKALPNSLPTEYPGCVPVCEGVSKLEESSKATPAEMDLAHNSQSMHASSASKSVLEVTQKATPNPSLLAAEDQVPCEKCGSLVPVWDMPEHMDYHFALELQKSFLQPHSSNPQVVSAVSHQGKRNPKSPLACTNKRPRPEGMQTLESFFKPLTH
#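 Fluorescent replication assay: 50 nM final substrate added after a 15 min room-temperature compound preincubation with 10 nM enzyme. Signal taken at 0 min and again at 10 min.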
# APEX1 inh: inhibitors of human APE1 endonuclease. P27695. Potency, µM (highest dose often 65.8 µM), without a hit: at the highest dose activity change, negative = inhibition, usual class: inhibitors. recombinant APE1, TAMRA/BHQ-2 abasic DNA cleavage fluorescence. AID 2517. 0.35% of 350,000 active;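 note: plate controls were vehicle for no effect and reference inhibitor for full effect; nearly all actives have a fitted effect of over 55% in size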
#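 APE1 at 0.75 nM preincubated 15 min at room temperature with compound. Reaction then started with 50 nM double-stranded THF-abasic substrate labelled with TAMRA/BHQ-2, and 525/598 nm fluorescence read kinetically. Activity taken as third-minus-first read difference, normalized to DMSO and NSC13755 controls.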
# JMJD2A Tudor inh: inhibitors of human JMJD2A Tudor domain | O75164 | AlphaScreen JMJD2A-Tudor / H3K4me3 peptide binding | Potency, µM (top dose mostly 114 µM), without a hit: top-dose activity change, negative = inhibition, usual class: inhibitors | 4.4% of 390,000 active | AID 504339; note: % is set by controls: 0 for no effect and ±100 for the full control effect; nearly all actives have a fitted effect of over 50% in size
# POLI inh: blocks human DNA polymerase iota activity | Q9UNA4 | Pol iota fluorescent replication assay, 10 min | Potency, µM (highest dose often 115 µM), without a hit: top-dose activity, negative = inhibition, actives largely listed as inhibitors | 1% of 390,000 active | AID 588590
#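 Pol iota at 10 nM preincubated 15 min with compounds at room temperature; reaction started with fluorescent substrate, 50 nM final. Fluorescence read kinetically at 0 and 10 min; buffer-only wells as negative control.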
# Pol kappa inh: inhibitors of human DNA polymerase kappa; Potency, µM (titrated, usually from 107 µM), inactives show at the top dose activity, negative = inhibition, usual class: inhibitors; 0.53% of 400,000 active; AID 588579; purified Pol kappa, fluorescent DNA synthesis assay, 10 min; note: % is set by controls: 0 for no effect and ±100 for the full control effect
#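 50 nM final substrate added after 15 min RT preincubation of 10 nM Pol kappa with compound; fluorescence read at 0 and 10 min.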
# G9a block: blocks human histone lysine methyltransferase G9a | 8.8% of 350,000 active | G9a H3K9 monomethylation, AlphaScreen, 2 h | Potency, µM (doses to about 102 µM), without a hit: at the top dose activity, negative = inhibition, actives largely listed as inhibitors; note: % is set by controls: 0 for no effect and ±100 for the full control effect; nearly all actives have a fitted effect of over 75% in size
# Target sequence (Q96KQ7 913-1193 limits assumed): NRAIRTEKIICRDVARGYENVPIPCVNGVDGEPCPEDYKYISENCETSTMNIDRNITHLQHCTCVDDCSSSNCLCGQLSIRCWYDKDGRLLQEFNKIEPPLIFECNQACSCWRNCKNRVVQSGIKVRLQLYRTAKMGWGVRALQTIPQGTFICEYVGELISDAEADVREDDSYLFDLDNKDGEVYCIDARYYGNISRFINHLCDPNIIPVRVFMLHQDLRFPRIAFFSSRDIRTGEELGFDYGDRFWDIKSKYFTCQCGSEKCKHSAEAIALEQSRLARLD
#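 Quantitative HTS format: methyltransferase activity on a biotin-tagged H3K9 peptide is measured by AlphaScreen, using a rabbit anti-monomethyl-H3K9 antibody with streptavidin donor and anti-IgG acceptor beads. Final levels are 20 nM enzyme, 500 nM peptide, 20 uM SAM; 2 h RT.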
# BAZ2B block: BAZ2B (human) inhibition; Q9UIF8; AlphaScreen BAZ2B-H3K14Ac peptide displacement; Potency, µM (top dose mostly 114 µM), for the others: top-dose activity change, negative = inhibition, usual class: inhibitors; 4.4% of 360,000 active; AID 504333; note: % is set by controls: 0 for no effect and ±100 for the full control effect; nearly all actives have a fitted effect of over 60% in size
#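 AlphaScreen luminescence quantifies BAZ2B engagement of H3K14Ac peptide; the protein and biotinylated peptide are both at 50 nM final, buffer PBS pH 7.4 with 0.01% Tween-20, all steps at room temperature.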
# BLM inh: Bloom syndrome helicase (human) inhibition; P54132; recombinant BLM DNA unwinding, fluorescence dequenching; Potency, µM (series often up to 56.1 µM), inactives show top-dose activity change, negative = inhibition, usual class: inhibitors; 0.2% of 350,000 active; AID 2528;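 note: plate controls were vehicle for no effect and no enzyme for full effect; nearly all actives have a fitted effect of over 35% in size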
# * hit, by the source's call; u = inconclusive; x = no result given; [ ] = another dose, or the depositor's remark. Calls come from the whole dose curve; as a rule, active = well fitted curve in the direction sought with a large enough effect; inconclusive = small, poorly fitted or top-dose-only effect, or another doubt; inactive = no such curve, though single readings can be large; an effect the other way counts as inactive or inconclusive. Potency is the fitted concentration of half-maximal effect. This is a subset. The share of hits here may be higher or lower than overall.
smiles	POLB inh	POLH inh	APEX1 inh	JMJD2A Tudor inh	POLI inh	Pol kappa inh	G9a block	BAZ2B block	BLM inh
Cc1ccc(-c2nn(C)c(=O)c3ccccc23)cc1CNC(=O)CSc1nc2ccccc2o1	15%	-10%	-8%	-15%[11.4 µM]	u	-2%	u	-6%	0%
CC(C)C(NC(=O)OC(C)(C)C)C(=O)NC(CCC(=O)OCc1ccccc1)C(N)=O (stereo not given)	1%	-8%	-2%	-6%	-8%	-6%	6%	-5%	2%
COc1cc(NC(=O)c2ccccc2)ccc1NC(=O)Cc1ccccc1	1%	-6%	21%	-20%	4%	-6%	8%	6%	-6%
COc1ccccc1C(=O)Nc1ccc(-c2cc(C(F)(F)F)nn2-c2ccccc2)cc1	-14%	-19%	x	-1%	2%	-18%	3%[59 µM]	-7%	-12%
COc1ccc(C(=O)NC2CCCCCC2)cc1OC1CCN(C(C)=O)CC1	-2%	-7%	16%	22%	5%	8%	-1%	1%[57.1 µM]	0%
O=C(Nc1ccccc1)c1ccccc1N=Cc1ccccc1O	6%	-1%	24%	1%	5%	-3%	-5%	-3%	1%
Oc1ccccc1/C=N/n1c(-c2cccs2)n[nH]c1=S	12%	-8%	13%	22µM*	-13%	-3%	1.6µM*	-15%	-3%
O=[N+]([O-])c1ccccc1/C=C\C=N\N1CCN(c2ccccc2)CC1	24%	-4%	0%	10µM*	9%	-4%	11µM*	4µM*	-9%
O=C(NC1CCCCC1)Oc1cccc2ccccc12	1%	-3%	8%	u	32%[activator]	-9%	3%	-4%	-10%
CCc1ncc(C(O)c2cccc(OC)c2OC)n1C (stereo not given)	21%	1%	2%	-13%	14%	-10%	u	-3%	-7%
O=C(CN(Cc1ccccc1)S(=O)(=O)c1ccccc1)N/N=C/c1ccc2c(c1)OCO2	1%	-7%	u	-27%	10%	-4%	5%	-23%[57.1 µM]	-10%
Cn1c(SCC(=O)O)nnc1-c1cccc(NC(=O)c2cccc3ccccc23)c1	-1%	13%	-1%	-4%[11.4 µM]	20%	-3%	32µM*	-13%	-3%
CSc1nnc(Nc2ccccc2C)s1	-14%	2%	-6%	-11%	3%	-1%	28µM*	1%	0%
CCOC(=O)c1cccc(NC(=O)CC2C(=O)N(c3ccc(C)cc3)C(=O)N2Cc2cccc(OC)c2)c1 (stereo not given)	1%	-10%	x	-15%	14%	-22%	u	-11%	-11%
CC1CC(C)(C)NC(=S)N1CCC(=O)N1c2ccccc2CC1C (stereo not given)	47%[activator]	-16%	12%	-11%	16%	-10%	8%	-9%	-1%
CN(C)CCCn1c(=O)n(C2CCCCC2)c(=O)c2c3c(sc21)CCCCC3	x	1%	x	-23%	-18%	-18%	x	x	x
CCN(CC)S(=O)(=O)c1cccc(C(=O)OCC(=O)NCCN2C(=O)CSC2=O)c1	x	-17%	17%	4%	14%	5%	14%[2.33 µM]	8%	x
CCOc1ccccc1C(=O)OCC(=O)Nc1cc(Cl)ccc1Oc1ccccc1	7%	-13%	5%	51%[activator]	5%	5%	0%	18%	-1%
Cc1cccc(NC(=S)NNC(=S)NCc2ccccc2)c1	0%	-7%	-6%	u	9%	-19%	0.71µM*	-2%	-6%
Cc1cc(C(=O)Nc2cccc(C)c2C)c2ccccc2n1	7%	-5%	7%	8%	15%	11%	9%	-1%	1%

# New compounds follow.
smiles	POLB inh	POLH inh	APEX1 inh	JMJD2A Tudor inh	POLI inh	Pol kappa inh	G9a block	BAZ2B block	BLM inh
O=C(CCn1cccn1)Nc1ccc2c(c1)OCCO2	3%	-3%	84%[activator]	-13%	19%	-6%	92%[activator]	-34%	1%
Cc1cc(C)n(-c2nc3ccccc3s2)n1	-1%	-4%	3%	87%[activator]	1%	-5%[60.1 µM]	83%[activator]	111%[activator]	1%
COc1ccccc1-c1ccc2ncnc(NC3CC3)c2c1	x	x	-6%	x	x	2%[60.1 µM]	-2%[0.501 µM]	x	3%
COc1ccc(S(=O)(=O)N2CCCCCC2)cc1C(=O)N(C)CC(=O)Nc1ccccc1Br	x	-6%	12%	-6%	27%	-11%	-1%[12.7 µM]	4%	x
CN(C(=O)COC(=O)CNC(=O)c1sc2ccccc2c1Cl)C1CCS(=O)(=O)C1 (stereo not given)	x	1%	-22%	-9%	71%[activator]	-19%	x	x	x
O=C(NC(=S)Nc1sc2c(c1C(=O)O)CCCC2)c1ccccc1	7%	-10%	26%	u	u	-10%	u	u	-6%
O=C(CCCC(=O)NCc1ccccc1)NCc1ccccc1	-13%	-23%	-2%	-1%	18%	-9%	11%[59 µM]	3%	2%
COc1cc(CNc2ccc3[nH]c(=O)[nH]c3c2)cc(Cl)c1OCc1ccc(F)cc1	-7%	-10%	x	-24%	7%	-1%	-25%[59 µM]	-13%	-21%
Cc1sc2nc(SCC(=O)NCc3ccco3)n(C)c(=O)c2c1C	27%	u	-4%	-17%	u	-5%	-2%	4%	-1%
O=C(Nc1ccccc1C(F)(F)F)N1CCN(C(c2ccccc2)c2ccccc2)CC1	9%	-21%	5%	-7%	16%	-9%	28%[59 µM]	-3%	-5%
CN(C)S(=O)(=O)c1cc(NC(=O)CN2CCN(c3ccccc3O)CC2)ccc1Cl	-29%	-5%	-4%	-27%	176%[activator]	-11%	u	u	-10%
CC(Oc1ccccc1)C(=O)OCC(=O)Nc1ccc2c(c1)OCO2 (stereo not given)	x	-21%	5%	-12%	44%[activator]	-15%	x	x	x
Cc1cc(C(=O)NCC(=O)OCC(=O)N2CCCCCC2)ccc1[N+](=O)[O-]	7%[57.1 µM]	-11%	12%	2%	21%	-7%	-11%	-1%	4%
CC(=O)Nc1ccc(Sc2ccccc2C(=O)O)c(C(=O)O)c1	2%	7%	u	-4%	-13%	-11%	x	-12%	-4%
O=C(CSc1nnc(-c2ccc(O)cc2)n1Cc1ccco1)c1ccccc1	4%	-11%	-13%	-10%	2%	-11%	50µM*	-9%	-6%
CN(Cc1ccc(C(F)(F)F)cc1)C(=O)c1ccc2ccccc2n1	-16%	-23%	5%	-5%	33%[activator]	-5%	10%	-2%	-4%
CCOc1ccc(CCNC(=O)CCc2c(C)nc3cc(-c4ccccc4OC)nn3c2C)cc1	0%	-1%	x	-9%	-3%	-3%	u	1%	-4%
CCN(CC)CCCNC(=S)N(Cc1ccco1)Cc1cc2cc3c(cc2[nH]c1=O)OCCO3	-2%	x	17%	x	x	x	26%[59 µM]	-14%	45%[activator]
COc1cc([N+](=O)[O-])ccc1NC(=O)NNC(=O)C(C)Oc1ccc(F)cc1F (stereo not given)	11%	-3%	-44%	-25%	8%	-4%	-23%	-13%	-4%
Cc1cc(C)c(NS(=O)(=O)c2ccc(-c3cnc(C4CC4)o3)cc2)c(C)c1	-1%	-11%	x	-33%	-18%	-7%[60.1 µM]	u	u	-11%

# Complete entries, looked up by structure:
# Record of COc1ccccc1-c1ccc2ncnc(NC3CC3)c2c1 → POLB inh = x; POLH inh = x; APEX1 inh = -6%; JMJD2A Tudor inh = x; POLI inh = x; Pol kappa inh = 2%[60.1 µM]; G9a block = -2%[0.501 µM]; BAZ2B block = x; BLM inh = 3%
# Record of O=C(Nc1ccccc1C(F)(F)F)N1CCN(C(c2ccccc2)c2ccccc2)CC1 → POLB inh = 9%; POLH inh = -21%; APEX1 inh = 5%; JMJD2A Tudor inh = -7%; POLI inh = 16%; Pol kappa inh = -9%; G9a block = 28%[59 µM]; BAZ2B block = -3%; BLM inh = -5%

# (cont.)
smiles	POLB inh	POLH inh	APEX1 inh	JMJD2A Tudor inh	POLI inh	Pol kappa inh	G9a block	BAZ2B block	BLM inh
CCOC(=O)CCNC(=O)N1CCN(S(=O)(=O)c2ccc3c(ccn3C)c2)CC1	8%	-4%	x	-3%	16%	-5%[60.1 µM]	9%[59 µM]	1%	-1%
COc1ccc(NC(=O)N2CCCC2C(=O)Nc2ccc(C)cc2)cc1 (stereo not given)	4%	3%	-1%	-11%	-1%	-2%	12%[59 µM]	5%	-1%
O=C(NCCN1C(=O)S/C(=C\c2cccnc2)C1=O)c1ccc([N+](=O)[O-])s1	x	3%	-13%	-15%	1%	-10%	14µM*	13%	x
CCN(CC)C(=O)Cn1cc(C(=O)C(=O)NCCc2ccccc2)c2ccccc21	5%	-3%	-13%	-8%	3%	-19%	0%	-23%	-3%
Cc1ccc(/C=N/NC(=O)c2nnn(-c3nonc3N)c2CSc2ccccc2)o1	35%	-10%	-8%	-22%	25%	-16%	x	-5%	-11%
Cc1c(/C=N/Nc2ccc([N+](=O)[O-])cn2)c2ccccc2n1Cc1ccccc1	0%	-4%	7%	-20%	23%	10%	-11%[59 µM]	-2%	-6%
Cc1cc(C)n2c(SCC(=O)Nc3ccccc3C#N)nnc2n1	x	u	18%	-2%	u	-13%	-13%[12.7 µM]	-6%	x
c1ccc(-c2nnc(CSc3ccc4c(c3)OCCO4)o2)cc1	7%	-11%	-5%	9%	14%	-13%	28%	25%	-1%
CCOc1cc(C)c(Cl)cc1S(=O)(=O)n1ccnc1	5%	12%	0%	-8%	-16%	-12%	24%[59 µM]	-8%	-3%
O=C1Cc2ccccc2C(=O)N1Nc1ccccc1	x	-5%	x	-17%	21%	0%	x	x	x
CCOc1ccc(Oc2ccc(S(=O)(=O)N3CCOCC3)cc2NC(=O)CCNC(C)=O)cc1	x	-10%	29%	-15%	37%[activator]	-14%	-13%	-5%	x
Cc1ccc(Cl)cc1NC(=O)CCc1c(C)nc2c3cccnc3nn2c1C	11%	-9%	x	8%	-5%	-1%	20%[59 µM]	5%	-3%
Nc1nc2c(c(=O)[nH]1)CN(Cc1ccccc1)CC2	x	-21%	23%	4%	64%[activator]	4%	2%[12.7 µM]	6%	x
COc1ccc(NC(=O)c2c(SC)nsc2SC)cc1	29%	-5%	-6%	-12%	9%	0%	u	8%	-2%
COc1ccc(C(=O)OC(C)CN2CCN(C)CC2)cc1OC (stereo not given)	27%	-5%	8%	-26%	-8%	-9%	-34%[0.0925 µM]	u	0%
O=C(c1ccco1)N1CCCSC1=Nc1ccccc1	25%	-8%	16%	-4%	-8%	-9%	-16%[59 µM]	0%	0%
